From PubChem BioAssay
MLL CXXC-DNA inh = blocks binding of human MLL CXXC domain to DNA | Q03164 | MLL-CXXC / FITC-HOXA9 DNA fluorescence polarization | Potency, µM (doses to about 115 µM), inactives show top-dose activity change, negative = inhibition, actives largely listed as inhibitors | 290,000 compounds, 0.037% hits | AID 2662; active = well fitted inhibition curve with a large enough effect in the polarisation, with a control signal flat, not every such curve was filed as active; inconclusive = small, poorly fitted or top-dose-only effect, or effect the other way, or a change in a side signal; inactive = no such curve, though single readings can be large or run the other way; the % refers to the polarisation; also: potency is read from the fitted curve at half-maximal effect
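Steps: dispense CXXC domain solution (7 uM) → pin compounds or unlabeled HOX-A9 DNA control → 5 min ambient → add FLSN-HOX-A9 solution (50 nM) → spin → 30 min ambient → fluorescence polarization. Tris pH 7.5/NaCl/DTT/BSA buffer.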
Giardia kill = kills Giardia lamblia; activity change, % at 7.66 µM, hits read low; Giardia lamblia trophozoite viability; 340,000 compounds, 0.15% hits; AID 540267; in the data active = activity change below about -80%; inconclusive = between about -30% and that limit;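 also: parasites exposed to compound for two days anaerobically before the ATP read; % is scaled to controls: 0 for no effect and ±100 for the full control effect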
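Trophozoite viability was measured as ATP-dependent luminescence, read 15-30 min after reagent addition. Before that, parasites at 100 cells/well were exposed to compounds for 48 h, anaerobically, at 37 deg C.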
USP2a inh = blocks human ubiquitin-specific protease USP2a; 330,000 compounds, 0.01% hits; O75604; Potency, µM (top dose mostly 38.3 µM), inactives show at the highest dose activity change, negative = inhibition, usual class: inhibitors; AID 463254; USP2 core, Ub-CHOP2 coupled fluorogenic reporter, 485/531;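 also: potency is read from the fitted curve at half-maximal effect; plate controls were DMSO wells for no effect and full inhibition by NEM control for full effect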
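Cell-free coupled assay: 10nM USP2 core preincubated 30min RT with compound in Tris-HCl pH 8.0/CaCl2/CHAPS buffer, then 25nM Ub-CHOP2 and 25nM reporter substrate; fluorescence (Ex 485/Em 531) read after 60min RT, normalized to NEM inhibition, concentration-response curves fitted.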
Coupling enz = inhibits coupling enzyme system, counter-screen for aldolase hits | 290,000 compounds, 0.67% hits | activity change, negative = inhibition, % at 58.2 µM, hits read low | coupling enzyme system counterscreen, AmpLite Red fluorescence; in the data active = activity change below about -30%; also: % is scaled to controls: 0 for no effect and ±100 for the full control effect
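Fluorescence at 525 nm excitation and 598 nm emission measured inhibition of the coupled detection system without aldolase. Compounds (at 57.5 uM final) were preincubated 10 min at room temperature with coupling enzyme reagent before a 20 min substrate/AmpLite Red step.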
PKM2 activator = PKM2 (human) enzyme activation; purified PKM2, Kinase-Glo ATP luminescence, activation; response scale: 0% is enzyme alone, no compound; Potency, µM (titrated, usually from 57.5 µM), for inactives: at the highest dose activation, most hits filed as activators; 260,000 compounds, 0.34% hits; AID 1631; also: potency is read from the fitted curve at half-maximal effect; % is scaled to controls: 0 for no effect and ±100 for the full control effect; nearly all actives have a fitted effect of over 55% in size
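hPK-M2, >95% pure; 0.1 mM ADP / 0.5 mM PEP final; imidazole pH7.2 buffer w/ 7 mM MgCl2, 50 mM KCl; 1 h RT; Kinase-Glo lum. Intermediate enzyme activity for dual inhibitor/activator qHTS.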
TRPV1 ag = agonists of human vanilloid receptor 1 (TRPV1). 320,000 compounds, 0.19% hits. Q8NER1. AID 540275. activation, % at 8.33 µM. TRPV1-expressing cells, Fluo-8 calcium influx, agonist mode; in the data active = activation above about 80%; inconclusive = between about 30% and that limit; also: 0% is about no effect
Target sequence (Q8NER1 whole entry, looked up): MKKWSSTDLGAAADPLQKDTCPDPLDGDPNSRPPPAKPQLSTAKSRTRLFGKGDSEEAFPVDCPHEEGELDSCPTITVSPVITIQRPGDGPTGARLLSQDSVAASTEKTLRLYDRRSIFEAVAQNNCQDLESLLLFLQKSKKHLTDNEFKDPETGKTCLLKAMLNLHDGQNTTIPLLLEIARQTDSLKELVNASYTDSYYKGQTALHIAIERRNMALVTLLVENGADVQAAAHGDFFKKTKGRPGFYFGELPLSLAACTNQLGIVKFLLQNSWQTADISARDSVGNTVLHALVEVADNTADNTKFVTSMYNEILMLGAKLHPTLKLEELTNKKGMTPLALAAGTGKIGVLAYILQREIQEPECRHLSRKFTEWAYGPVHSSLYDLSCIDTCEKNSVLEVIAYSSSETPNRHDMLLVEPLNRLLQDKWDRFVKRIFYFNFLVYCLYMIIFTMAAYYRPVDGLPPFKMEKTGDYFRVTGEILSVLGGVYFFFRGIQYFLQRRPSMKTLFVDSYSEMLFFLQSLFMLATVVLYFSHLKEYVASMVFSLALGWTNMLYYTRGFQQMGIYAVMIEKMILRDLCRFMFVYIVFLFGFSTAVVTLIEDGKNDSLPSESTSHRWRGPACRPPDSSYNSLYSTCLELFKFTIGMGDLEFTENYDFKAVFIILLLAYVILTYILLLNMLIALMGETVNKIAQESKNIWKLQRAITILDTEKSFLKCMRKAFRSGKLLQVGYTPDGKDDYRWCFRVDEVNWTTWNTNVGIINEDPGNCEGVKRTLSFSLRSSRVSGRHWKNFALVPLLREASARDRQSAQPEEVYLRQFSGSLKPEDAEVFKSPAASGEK
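Cells expressing TRPV1 were dye-loaded with Fluo-8 and read kinetically: 10 s baseline, 3 min after compound (agonist portion), then 2 min after EC20 capsaicin (allosteric enhancer portion). Calcium-bound dye fluorescence at 480/520 nm.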
hERG WT inh = KCNH2 (human, wildtype) channel inhibition; Q12809; U2OS, BacMam KCNH2, thallium flux FluxOr; active compounds read low; activity change, % at 1.84 µM; 340,000 compounds, 0.37% hits; AID 720551;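 active = maximum activity change below -70%; inconclusive = maximum activity change between -70% and -50%; inactive = maximum activity change above -50%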; also: % is scaled to controls: 0 for no effect and ±100 for the full control effect
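U2OS cells transduced with wild-type KCNH2 virus are loaded with FluxOr dye for 45 min, and thallium flux is measured in kinetic reads before and after stimulation buffer. Rate constants are normalized to DMSO controls.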
KCNH2 3.1 block = blocks the human KCNH2 3.1 channel isoform; U2OS KCNH2 3.1, thallium flux FluxOr; active compounds read low; activity change, % (tested at about 1.8 µM); 340,000 compounds, 0.95% hits;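 active = maximum activity change below -70%; inconclusive = maximum activity change from -70% to -50%; inactive = maximum activity change above -50%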;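 also: thallium influx rate constant from kinetic fluorescence after stimulation buffer; % is scaled to controls: 0 for no effect and ±100 for the full control effect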
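Thallium flux read-out: FluxOr dye with Red40 quencher in HBSS/HEPES, 45 min at RT. Rate constants from kinetic reads were normalized to positive and negative DMSO controls. Cells: U2OS virally expressing the 3.1 isoform.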
GALK inhibitor = blocks human galactokinase activity | P51570 | Purified GALK, Kinase-Glo residual ATP luminescence | Potency, µM (doses to about 57.5 µM), without a hit: at the top dose activity change, negative = inhibition, actives largely listed as inhibitors | 270,000 compounds, 0.007% hits | AID 1868; also: potency is read from the fitted curve at half-maximal effect; % is scaled to controls: 0 for no effect and ±100 for the full control effect
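Quantitative HTS: GALK 5 nM, ATP 35 uM, galactose 100 uM, 1 h room temperature, then luciferase-based ATP detection.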
B2AR arrestin = beta2AR (human) beta-arrestin recruitment activity. P07550. beta-arrestin recruitment to beta2AR, cell-based reporter. Potency, µM (series often up to 46.1 µM), without a hit: at the highest dose activation, most hits filed as activators. 330,000 compounds, 0.02% hits. AID 492947;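 also: potency is read from the fitted curve at half-maximal effect; 0% = DMSO controls and full agonism = EC100 isoproterenol or metaproterenol; nearly all actives have a fitted effect of over 65% in size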
Menin-MLL TR inh = displaces Texas Red mutant MLL peptide from human menin | O00255 | Menin + Texas Red MLL mutant peptide, fluorescence polarization | Potency, µM (series often up to 61.6 µM), without a hit: at the top dose FP activity change, negative = inhibition, actives largely listed as inhibitors | 270,000 compounds, 0.23% hits | AID 1768; active = well fitted inhibition curve with a large enough effect in the polarisation, with a control signal flat, not every such curve was filed as active; inconclusive = small, poorly fitted or top-dose-only effect, or effect the other way, or a change in a side signal; inactive = no such curve, though single readings can be large or run the other way; the % refers to the polarisation; also: potency is read from the fitted curve at half-maximal effect; % of control where 0% means no effect; many of its hits are not listed in these tables
* marks the source's active call; other numbers are inactive results; u = inconclusive; x = no result given; & = joins results of further samples; [ ] = remark or other dose. Unless noted, calls follow the shape of the dose curve; as a rule, active = well fitted curve in the direction sought with a large enough effect; inconclusive = small, poorly fitted or top-dose-only effect, or another doubt; inactive = no such curve, though single readings can be large; an effect the other way counts as inactive or inconclusive.

SMILES | MLL CXXC-DNA inh | Giardia kill | USP2a inh | Coupling enz | PKM2 activator | TRPV1 ag | hERG WT inh | KCNH2 3.1 block | GALK inhibitor | B2AR arrestin | Menin-MLL TR inh
COC(=O)[C@@]1(Cc2ccc(OC)cc2)[C@@H]2C(=CC(=O)[C@H]2CC(=O)C(=O)N(C)C)CN1C(=O)c1ccccc1 | 9% | -6 | 0% | -1&-1 | 15%&18% | 4 | -2 | 2 | x | -0.6% | 4%&18%
S=c1[nH]nc(-c2cc(-c3ccccc3)n[nH]2)n1/N=C/c1cccc(Cl)c1 | -5% | -18 | 3% | -1 | 0% | x | -5 | 3 | -6% | -0.2% | x
N#CCC(CNc1ncc(C(F)(F)F)cc1Cl)OC(=O)c1ccc(Cl)cc1 (stereo unspecified) | 1% | 0 | 4% | -7 | 3% | 20 | -1 | -2 | 0% | -0.3% | 34%[activator]
Cc1cccc(C(=O)OCC(=O)NN2C(=O)NC3(CCCCC3)C2=O)c1 | x | -4 | 1% | x | x | -2 | 0 | 24 | x | -3.0% | x
Cc1ccc(OCC(O)CN2C(=O)NC(C)(C)C2=O)cc1 (stereo unspecified) | 3% | 24 | -1% | 0 | 4% | 1 | 5 | -1 | 0% | -0.3% | 9%
CC(=O)c1ccn(S(=O)(=O)c2ccc(Cl)cc2)c1 | -8% | -7 | -5% | -2 | 24% | 2 | 0 | 5 | x | 0.3% | x
Cc1nn(-c2ccccc2)c(C)c1/C=N/NC(=O)c1cc(-c2ccc(Cl)s2)[nH]n1 | 6% | 4 | 2% | 1 | 1% | u | 2 | 1 | -1% | 1.9% | -22%
CC(=O)Oc1ccc2c(c1)c(C(C)=O)c(C)n2C | -3% | -8 | 1% | 3 | -11% | 0 | -1 | -20 | 0% | -0.8% | 0%
CCCCCOc1ccc(/C=C/C(=O)NCCc2nc3ccccc3[nH]2)cc1OC | 4% | 9 | -7% | 2 | -17% | u | -2 | -2 | 1% | -0.5% | 2%
CCn1c(-c2cccc(Cl)c2)n[nH]c1=S | -1% | 8 | -1% | 4 | -1% | 1 | 11 | 0 | -1% | 0.2% | -4%
Cc1cccc(N(Cc2cc(=O)[nH]c3ccccc23)C(=O)C(C)C)c1 | 5% | u | -2% | 6 | 8% | -1 | -12 | 2 | -3% | 0.5% | x
CC1CCCCN1Cc1nc2c(c(=O)n(C)c(=O)n2C)n1Cc1c(F)cccc1Cl (stereo unspecified) | -9% | u | 0% | 4 | -27% | 7 | -7 | 1 | -1% | 0.2% | 0%
CCC(=O)Nc1ccc2oc(-c3ccccc3Br)nc2c1 | 1% | -5 | -2% | -2 | -2% | 2 | 1 | -1 | 0% | -0.1% | -7%
CC(=O)c1c(C(C)=O)c(C)n(-c2ccc(C(=O)O)cc2)c1C | -1% | -11 | 4% | 3 | 1% | -2 | -1 | -11 | 2% | 0.5% | 16%
CC(=O)c1ccc(S(=O)(=O)Nc2ccc3c(c2)OCO3)cc1 | x | 1 | 3% | x | x | x | 1 | -10 | x | 4.7% | x
CC(=O)OCC1=C(C(=O)O)N2C(=O)C(NC(=O)c3ccc(COc4c(C)cccc4Cl)o3)C2SC1 (stereo unspecified) | -8% | 0 | -3% | 0 | 21% | -4 | 5 | 2 | 0% | -0.2% | 4%
COc1ccc(-c2c3c(=O)n(C)c(=O)n(C)c3cn2Cc2ccccn2)cc1 | 11% | 22 | 0% | 0 | -1% | 1 | -23 | 3 | 5% | 0.0% | -2%
COc1ccc(Br)c(C(=O)OCc2cc(=O)oc3cc(C)ccc23)c1 | 22% | -6 | 2% | -1 | -5% | 23 | 1 | -11 | 16% | 0.1% | 16%
Cc1ccc(Cn2ccc(NC(=O)c3cc4nc5c(c(C(F)(F)F)n4n3)CCc3ccccc3-5)n2)cc1 | 5% | x | 1% | 3 | -2% | -7 | x | x | -1% | -0.5% | 0%
CC1(NC(=O)Cc2csc(-c3ccc(Cl)cc3)n2)CCS(=O)(=O)C1 (stereo unspecified) | x | 20 | 2% | x | x | x | 2 | -10 | x | -0.2% | x
N#Cc1cc(C(=O)c2ccccc2OCC(=O)Nc2ccccc2Cl)cn(C2CCCCC2)c1=O | 13% | -22 | -1% | -1 | 0% | 7 | -8 | -28 | -2% | 0.2% | 0%
Fc1ccc(-n2c(CN3CCCCC3)n[nH]c2=S)cc1 | -1% | 2 | 2% | -1 | x | -2 | 1 | -13 | 1% | 0.1% | 10%
Cc1ccc(NCC(=O)Nc2cccc(F)c2)cc1S(=O)(=O)N1CCCCCC1 | -6% | 8 | 1% | x | 0% | 26 | 7 | -3 | 3% | -0.6% | x
COc1ccc(C2C(C#N)=C(N)Oc3cc(C)[nH]c(=O)c32)c(OC)c1OC (stereo unspecified) | 7% | 13 | 5% | 3 | -7% | -1 | 3 | 0 | 0% | -1.4% | 7%
O=C(COC(=O)c1cccc(-n2cnnn2)c1)c1ccc(Br)cc1 | x | 0 | 1% | x | x | -5 | 2 | -6 | x | -0.5% | x
The results go on.
SMILES | MLL CXXC-DNA inh | Giardia kill | USP2a inh | Coupling enz | PKM2 activator | TRPV1 ag | hERG WT inh | KCNH2 3.1 block | GALK inhibitor | B2AR arrestin | Menin-MLL TR inh
C/C(Cl)=C/Cn1c(SCC(C)C)nc2c1c(=O)[nH]c(=O)n2C | -3% | 4 | 0% | 7 | 1% | -1 | -3 | x | 3% | -0.8% | -23%
Cc1ccc2nc(CCCc3nc4ccc(C)cc4[nH]3)[nH]c2c1 | 92%[activator] | 1 | -1% | 0 | -9% | 2 | 13 | -79* | 0% | 0.4% | -19%
COCCCNC(=O)CN(c1ccc(OC)cc1)S(=O)(=O)c1ccc(NC(C)=O)cc1 | -8% | 2 | -1% | 8 | -4% | -1 | 2 | -2 | -2% | 5.8% | -16%
O=S1(=O)N=C(N2CCCC2)c2ccccc21 | 1% | -7 | 0% | 0 | -2% | -4 | 0 | 5 | 1% | 0.3% | 0%
COc1ccc(NC(=O)C/C(C)=N/NC(=O)c2ccco2)c([N+](=O)[O-])c1 | 5% | 10 | 3% | -1 | 5% | -2 | 6 | -2 | -1% | -0.6% | 14%
CCCCNC(=O)CC1N=C2c3ccccc3N=C(SCC(=O)Nc3ccccc3OC)N2C1=O (stereo unspecified) | -9% | -7 | 0% | 6 | 0% | 2 | -12 | -9 | 3% | 0.3% | -7%
O=C(O)c1ccc(CSC2CCCCC2)cc1 | 44%[activator] | 19 | -1% | 14 | x | 0 | -4 | 19 | x | -0.5% | 7%
CCN(C(=O)CN(C)Cc1cccc(Cl)c1Cl)c1c(N)n(Cc2ccccc2)c(=O)[nH]c1=O | 14% | -10 | 2% | 2 | 1% | 3 | 4 | 9 | 1% | -0.6% | -2%
O=C(c1cccnc1)N1CCN(S(=O)(=O)c2ccc(F)cc2)CC1 | -8% | 5 | -3% | 3 | -25% | 1 | -6 | -23 | 3% | -1.4% | -1%
O=C(O)C1=C[C@@H](C2CC2)C[C@@H](OCc2ccc(CO)cc2)O1 | -19% | -24 | 1% | 6 | -1% | -2 | 10 | 17 | 2% | -0.3% | 19%
Clc1ccc(-c2nc(-c3cc4cc(Cl)ccc4o3)cs2)cc1 | 5% | 20 | -4% | 0 | 1% | 4 | 0 | -6 | 0% | -0.2% | x
COc1ccc(S(=O)(=O)N2CCC(C(=O)NCCC(=O)NCc3ccccc3OC)CC2)cc1 | 9% | -4 | 4% | x | x | 0 | -14 | -28 | -3% | -0.3% | x
COc1cc(CN2CCC(n3nccc3NC(=O)C3CC3)CC2)cc(OC)c1 | 16% | 12 | 0% | 0 | 4% | 1 | 46 | -16 | -3% | 0.4% | -8%
COc1ccc(CCNC(=O)CCS(=O)(=O)c2ccc(Br)cc2)cc1OC | -4% | -17 | 1% | 4 | -6% | 5 | -10 | 4 | 6% | 0.1% | 6%
CCc1c(C(=O)NCc2ccccc2Cl)[nH]c(C)c1C(C)=O | 0% | -14 | 1% | 0 | 2% | 2 | -2 | -10 | 0% | 0.4% | 23%
Fc1ccc(/C=N/Nc2cc(N3CCOCC3)ncn2)cc1 | -1% | 10 | -1% | 2 | -1%[11.5 µM] | 24 | 6 | 28 | 6% | -0.3% | 11%
COc1ccc(C2CC(=O)Oc3cc(C)cc(C)c32)cc1 (stereo unspecified) | x | 10 | 3% | 5 | x | x | 4 | 9 | x | 0.3% | 25%[94.6 µM]
Cn1cccc1CNC(=O)Nc1ccc(Cl)cc1 | -1% | -25 | 4% | -3 | 1% | u | -2 | 1 | 0% | 0.0% | 24%
Brc1[nH]nc2ccccc12 | 1% | -4 | 1% | 1 | -3% | -2 | -4 | 8 | 2% | -0.3% | 9%
COc1cc(-c2noc(C)c2C#Cc2ccc(N)cc2)cc(OC)c1OC | -2% | 0 | 1% | -1 | 1% | 4 | -10 | 35 | x | -0.3% | u

These rows are one share of the data. The share of hits here may be higher or lower than overall.
